SENP7 inh – inhibitors of human SENP7 protease; inhibition, % at 5 µM; Q9BQF6; 1.5% of 330,000 active; recombinant SENP7, Z-RLRGG-aminoluciferin luminescence, 40 min;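 active = inhibition above about 50% at the single test dose, limit read from the data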;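 note: plate controls were DMSO with enzyme for no effect and no enzyme buffer wells for full effect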
SENP8 block-1 – SENP8 protease inhibition. 1.2% of 330,000 active. purified SENP8, Z-RLRGG-aminoluciferin cleavage, luminescence. inhibition, % at 10 µM. Q96LD8. AID 2540; in the data active = inhibition above about 50%
UBC13 inh – inhibitors of human UBC13 polyubiquitin chain formation | P61088 | TR-FRET | AID 485273 | inhibition, % at 20 µM | 0.47% of 330,000 active; in the data active = inhibition above about 45%, passing the limit was not always enough; inconclusive = no clear call, values can overlap the other calls
A3G deaminase – inhibitors of human APOBEC3G DNA deaminase; inhibition, % at 20 µM; 0.28% of 330,000 active; AID 493012; recombinant A3G, ssDNA deamination FAM/TAMRA fluorescence;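 active = inhibition of at least 40% at 20 µM, with no more than 30% in the related APOBEC3A deaminase screen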;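 note: plate controls were DMSO wells with A3G for no effect and wells lacking A3G enzyme for full effect; some compounds called inactive have numbers as strong as hits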
Apaf-1 inh – human Apaf-1 inhibition | reconstituted apoptosome caspase-3 activity, DEVD-Rh110 fluorescence | 0.71% of 330,000 active | AID 489030 | inhibition, % at 20 µM | O14727; active = inhibition of at least 40% at 20 µM;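 note: plate controls were DMSO wells for no effect and DEVD-CHO caspase inhibitor wells for full effect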
Target sequence (O14727 whole entry, looked up): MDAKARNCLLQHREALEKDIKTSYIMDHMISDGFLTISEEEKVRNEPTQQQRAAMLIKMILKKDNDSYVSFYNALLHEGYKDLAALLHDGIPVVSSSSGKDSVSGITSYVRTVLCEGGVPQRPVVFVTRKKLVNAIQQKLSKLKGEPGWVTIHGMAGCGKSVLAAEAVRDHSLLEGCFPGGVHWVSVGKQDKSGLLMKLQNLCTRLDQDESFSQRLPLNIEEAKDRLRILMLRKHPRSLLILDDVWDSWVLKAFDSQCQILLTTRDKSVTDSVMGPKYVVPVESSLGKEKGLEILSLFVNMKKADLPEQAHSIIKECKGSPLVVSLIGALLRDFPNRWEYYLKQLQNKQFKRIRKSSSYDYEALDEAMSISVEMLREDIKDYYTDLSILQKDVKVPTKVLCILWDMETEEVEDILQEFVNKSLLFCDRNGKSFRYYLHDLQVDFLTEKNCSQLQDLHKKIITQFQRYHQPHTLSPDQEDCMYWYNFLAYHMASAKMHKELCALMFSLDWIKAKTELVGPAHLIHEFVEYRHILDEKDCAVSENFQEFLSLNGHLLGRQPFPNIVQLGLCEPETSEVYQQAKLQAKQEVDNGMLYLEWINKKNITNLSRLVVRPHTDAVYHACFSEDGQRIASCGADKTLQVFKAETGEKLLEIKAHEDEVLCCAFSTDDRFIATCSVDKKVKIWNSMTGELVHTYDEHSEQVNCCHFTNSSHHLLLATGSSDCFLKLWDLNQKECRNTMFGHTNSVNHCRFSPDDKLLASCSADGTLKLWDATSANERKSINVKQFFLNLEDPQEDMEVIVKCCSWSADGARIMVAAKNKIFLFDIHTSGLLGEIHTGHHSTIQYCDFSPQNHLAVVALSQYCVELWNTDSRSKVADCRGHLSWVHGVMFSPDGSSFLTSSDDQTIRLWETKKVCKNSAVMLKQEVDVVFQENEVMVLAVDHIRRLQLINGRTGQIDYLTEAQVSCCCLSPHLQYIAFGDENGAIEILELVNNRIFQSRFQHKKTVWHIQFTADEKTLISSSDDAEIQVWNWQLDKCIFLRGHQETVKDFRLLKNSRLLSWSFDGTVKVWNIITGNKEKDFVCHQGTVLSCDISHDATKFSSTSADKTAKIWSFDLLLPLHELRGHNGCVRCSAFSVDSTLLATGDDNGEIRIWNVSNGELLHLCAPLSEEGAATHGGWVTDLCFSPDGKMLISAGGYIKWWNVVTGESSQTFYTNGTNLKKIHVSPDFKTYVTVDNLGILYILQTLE
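Medium: Hepes buffer, pH 7.5 / System: biochemical Apaf-1 apoptosome reconstitution / Measured by: Rh110 fluorescence, excitation 480 nm, emission 540 nm / Times: compound with Apaf-1, dATP, procaspase-3 30 min, then 50 min reaction, room temperature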
SENP8 block-2 – blocks human SENP8 cleavage of Nedd8 substrate. inhibition, % at 20 µM. 0.64% of 360,000 active. Q96LD8. AID 602440. recombinant SENP8, Nedd8 substrate fluorescence; in the data active = inhibition mostly above about 40%, no sharp cut-off; inactive = mostly below about 27%
SENP6 inh – blocks the human protease SENP6; inhibition, % at 10 µM; Q9GZR1; 1.8% of 330,000 active; Recombinant SENP6 catalytic domain, aminoluciferin luminescence;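 active = inhibition above about 50% at the single tested dose, limit read from the data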;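 note: plate controls were DMSO wells with enzyme for no effect and DMSO wells lacking enzyme for full effect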
SENP1 inh – inhibitors of human SENP1 SUMO protease catalytic domain; AID 624204; inhibition, % at 10 µM; Q9P0U3; recombinant SENP1 catalytic domain, CyPet-SUMO1-YPet FRET cleavage; 0.21% of 360,000 active;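 active = inhibition at least 30% at 10 µM, raw YFP signal under a set limit, fluorescence ratio 0.5 to 1.5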;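 note: 0% = enzyme with DMSO and 100% = no enzyme wells; some results filed as inactive read as strong as hits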
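Test system: recombinant human SENP1 catalytic domain, His6-tagged / Medium: pH 8 Tris buffer with EDTA, NaCl, BME, BSA, NP40, catalase / Also added: SUMO1 FRET substrate flanked by Cypet and Ypet, 25 nM / Times: 50 min reaction at room temperature / Signal: FRET, CFP and YFP emission / Control set: no-enzyme low control and enzyme-plus-DMSO high control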
Starred values were filed as active, the others as inactive; ? = inconclusive; nt = no result given; & = joins results of further samples.

Each structure is followed by: SENP1 inh	SENP8 block-1	UBC13 inh	SENP7 inh	SENP8 block-2	Apaf-1 inh	SENP6 inh	A3G deaminase
CCOc1ccc(C(=O)OCC(=O)Nc2cccnc2Cl)cc1OCC
→ 3	3	-8	9	8	-6	9	1
Cc1nc(N)sc1N=Nc1ccc(Br)cc1
→ 3	5	-57	18	26	15	18	-2
CC(C)(C)Nc1nc(SCC(=O)Nc2ccccc2)nc(N2CCOCC2)n1
→ -1	-9	-10	-10	10	23	10	-13
COCCn1c(C)cc(C2=NNC(=Nc3ccc(Cl)cc3Cl)SC2)c1C
→ -3	1	-3	0	-9	5	11	-2
O=C(CCCOc1ccccc1)NCCc1ccccc1
→ -1	-9	-6	0	17	9	-6	-6
COc1ccc(C(=O)NNC(=O)C(=O)Nc2ccc(C)cc2)cc1
→ 1	-10	-1	-8	16	2	-20	-8
C=CC(C)(O)CCCC(C)CCCC(C)CCCC(C)C (configuration not stated)
→ -1	-10	7	-11	13	15	2	-3
Cc1ccccc1NC(=O)c1sc2nc[nH]c(=O)c2c1C
→ -21	-1	-4	-5	-11	-7	-2	1
Cc1cc([N+](=O)[O-])c(C)cc1-c1ccc(/C=N/NC(=O)Cn2nnnc2N)o1
→ -4	-4	-23	-5	-4	7	-14	-4
O=C(Cn1c(=O)oc2cc(S(=O)(=O)N3CCCC3)ccc21)N1CCN(C2CCCCC2)CC1
→ 2	-8	0	-14	14	5	2	-7
O=C(CNC(=O)c1ccccc1F)N/N=C/c1cc(Br)ccc1OCc1ccccc1
→ 2	-2	-2	-2	17	21	-6	3
Cc1c(N(C(=O)CNC(=O)c2ccccc2)C2(C(=O)NC3CCCCC3)CCCCC2)c(=O)n(-c2ccccc2)n1C
→ 0	-1	-3	-2	3	-7	13	-3
CCOc1ccc2c(c1)C(N(CCN1CCOCC1)C(=S)Nc1ccccc1OC)CC(C)(C)O2 (configuration not stated)
→ 0	-2	-1	6	0	0	5	0
Cc1ccc(-c2nc(Nc3cccc(C)c3)sc2CC(=O)O)cc1
→ -39	12	2	11	-1	26	26	6
N/C(=N\S(=O)(=O)c1cccs1)c1ccccc1Cl
→ 2	4	-9	13	12	6	-11	2
CC(=O)N(c1ccccc1)C1SC(=O)N(c2ccccc2)C1=O (configuration not stated)
→ 2	13	0	1	1	-10	-14	3
Cc1ccc(Nc2nc(N3CCN(C)CC3)nc(N)c2[N+](=O)[O-])cc1C
→ nt	0	5	-5	nt	5	8	-5
CSCCC(NC(=O)c1ccc(Cl)cc1Cl)C(=O)N1CC(C)OC(C)C1 (configuration not stated)
→ 0	-16	0	-13	-3	3	-21	-10
C=CCNC(=O)c1ccc(Cn2cc(C(F)(F)F)ccc2=O)cc1
→ 3	0	-1	-1	-5	-1	-1	4
Cc1ccnc(Sc2ccc([N+](=O)[O-])cc2[N+](=O)[O-])n1
→ 0	1	-10	4	22	-4	-1	-1
O=C(NCC1CC1)[C@]1(C(F)(F)F)C[C@H](CCC2CCCCC2)CCCO1
→ 2	-3	0	1	8	9	-2	-9
O=C(NCc1cc(C(F)(F)F)cc(C(F)(F)F)c1)C12CN(Cc3ccccc3)CC1C(c1cccc([N+](=O)[O-])c1)=NO2 (configuration not stated)
→ 4	-6	-19	3	10	5	-12	-3
Cc1nc2c3ccccc3nc(NNC(=O)CCC(=O)N3CCN(c4ccc(F)cc4)CC3)n2n1
→ 1	1	-14	-1	12	18	5	35
CN(C)S(=O)(=O)c1ccc(Cl)c(NC(=O)CNC2(C)CCS(=O)(=O)C2)c1 (configuration not stated)
→ 1	-13	-10	1	-3	11	-11	-6
Cn1cc([N+](=O)[O-])c(C(=O)N/N=C/c2ccc([N+](=O)[O-])cc2)n1
→ 2	-1	5	-1	23	6	-1	1
Cc1cc(OCc2nc(-c3cccs3)no2)cc(C)c1Cl
→ 1	-4	-1	0	7	12	13	-3
CN(C)CC(=O)N1CCc2ccccc2C1
→ 2	-4	-11	2	5	9	10	-10
COc1ccc(NC(=S)NC(=O)/C=C/c2ccccc2)cc1
→ 1	6	0	-2	13	6	1	-7
N#CC1=C(SCC(=O)NC2CCCCC2)NC(=O)CC1c1ccco1 (configuration not stated)
→ 0	3	6	0	23	3	-1	-11
CCc1nn(CC(=O)NCCC2=CCCCC2)c(=O)c2cc3cc(F)ccc3n12
→ 1	-2	3	-7	-51	-4	-13	-6
Cc1ccc(NC(=S)N(CCN2CCOCC2)Cc2ccccc2F)cc1Cl
→ 3	-2	16	2	15	-1	0	-10
O=C(Oc1nsnc1N1CCOCC1)N(c1ccccc1)c1ccccc1
→ 4	-6	-6	5	19	27	-9	6
CCCc1ccc(/C=C2\C(=O)c3ccccc3C(O)=C2C(=O)OCC)cc1
→ nt	-11	-38	-10	nt	19	-8	-1
CCOC(=O)CSCC(=O)Nc1cc(C)ccc1C
→ 0	4	6	8	2	-13	-15	-4
Cc1cccc2cc(CN(Cc3cccs3)C(=S)NCc3ccco3)c(=O)[nH]c12
→ -1	-1	-2	-7	-2	17	-7	-4
COc1cc2oc(=O)cc(-c3ccc(-c4ccc(O)cc4)cc3)c2c(OC)c1OC
→ 1	nt	nt	4	-63	13	nt	2
O=C(CC1CCCCC1)NCc1ccco1
→ -1	-8	-7	6	1	-5	8	1
Cc1ccc(-n2c(C)c(C)c3c(NCCCO)ncnc32)cc1
→ 0	-12	5	-10	5	-2	-6	-9
CN(CC(=O)Nc1sccc1C#N)Cc1ccccc1
→ -25	0	-4	10	-18	-8	15	4
CCCc1nc2sc3c(c2c(=O)n1N)CCC3
→ 4	-1	4	-1	21	-5	-19	-3
CCOc1ccccc1NC(=O)C1=C(C)NC(=O)NC1c1cccc(OC)c1OC (configuration not stated)
→ 3	-4	2	8	26	-8	4	-6
COc1ccc(S(=O)(=O)Nc2ccccn2)cc1
→ 1	4	-4	3	-85	-1	-5	3
Cc1cc(C)c([N+](=O)[O-])cc1NC(=O)CCSc1ccccc1Cl
→ 1	-3	-15	-12	12	3	-3	-2
Cc1cc(C)nc(SC/C=C/c2ccccc2)n1
→ 1	-12	-6	-5	14	15	-16	-1
O=C(O)c1ccc(S(=O)(=O)N2CCC(n3nnc4cc(C(F)(F)F)ccc43)CC2)cc1
→ 1	3	2	3	-1	-9	-15	-4
Cc1cc(NC(=O)CSc2nnc(-c3ccccc3)n2Cc2ccco2)no1
→ -3	-1	6	11	16	4	5	-8
CCCCOc1ccc(S(=O)(=O)NCc2csc(C)n2)cc1
→ -9	1	-4	-4	14	-23	1	-4
CCOC(=O)Cc1csc(SCC(=O)NC2CCCC2)n1
→ 0	5	2	-1	6	-1	-6	-6
S=C1NC[C@H](CC2CCCCC2)N1CC1CCCCC1
→ 1	-6	3	-9	11	28	-24	-12
CCOc1ccc(-n2cc(-c3ccccc3)c3c(=S)nc[nH]c32)cc1
→ -1	3	?	-9	-6	18	-8	0
CC(C)n1cc(CN2CCC(C(=O)Nc3cccc(-c4cccc(Cl)c4)c3)CC2)cn1
→ -3	-8	32	-5	5	21	-9	-3
COc1ccc(C(C)=O)cc1CN(c1ccccc1OC)S(=O)(=O)c1cccs1
→ 1	2	5	4	7	8	-6	-10
Cc1c(Nc2ncccc2C(=O)O)cccc1C(F)(F)F
→ 1	-1	-10	-10	-2	12	11	-5
O=S1(=O)N=C(Nc2nc3c(s2)CCCC3)c2ccccc21
→ 2	77*	-6	76*	9	4	86*	-2
CCOC(=O)C1=NN(c2ccccc2)C(c2ccccc2)CC1=O (configuration not stated)
→ 1	-8	-7	-10	26	15	-6	-5
COc1cc2c(cc1OC)C(c1ccccc1)N(C(=O)CCl)CC2 (configuration not stated)
→ -2	-5	9	3	10	-1	-19	-3
O=C1NC(c2ccncc2)C(C(=O)c2cccs2)C(O)(C(F)(F)F)N1 (configuration not stated)
→ -1	4	-10	6	8	7	6	-3
Cn1ncc(N=Cc2ccccc2)c1C(=O)Nc1cccc(Cl)c1
→ 3	3	6	7	9	9	-8	-1
C[n+]1c2n(c3ccccc31)N=C(c1ccccc1)CS2
→ 2&1	-4&3	8&2	-7&3	1&-1	-4&6	-23&0	-10&-3
COC(=O)c1ccc(CSc2nnc(CNC(=O)c3ccc(OC)cc3)o2)o1
→ -2	0	2	-3	2	-2	-9	-6

Only SENP8 block-1, SENP8 block-2 and SENP6 inh, for two of the compounds above:
structure | SENP8 block-1 | SENP8 block-2 | SENP6 inh
O=S1(=O)N=C(Nc2nc3c(s2)CCCC3)c2ccccc21 | 77* | 9 | 86*
CCOC(=O)C1=NN(c2ccccc2)C(c2ccccc2)CC1=O (configuration not stated) | -8 | 26 | -6

Complete entries, quoted from the list. Values in the order: SENP1 inh | SENP8 block-1 | UBC13 inh | SENP7 inh | SENP8 block-2 | Apaf-1 inh | SENP6 inh | A3G deaminase
Profile of CCOc1ccc(-n2cc(-c3ccccc3)c3c(=S)nc[nH]c32)cc1 : -1 | 3 | ? | -9 | -6 | 18 | -8 | 0
Profile of Cc1cc(NC(=O)CSc2nnc(-c3ccccc3)n2Cc2ccco2)no1 : -3 | -1 | 6 | 11 | 16 | 4 | 5 | -8
Profile of CCCCOc1ccc(S(=O)(=O)NCc2csc(C)n2)cc1 : -9 | 1 | -4 | -4 | 14 | -23 | 1 | -4

More compounds.
Each structure is followed by: SENP1 inh	SENP8 block-1	UBC13 inh	SENP7 inh	SENP8 block-2	Apaf-1 inh	SENP6 inh	A3G deaminase
CCOc1cc(-c2noc(CCCC(=O)NC3CCCCC3)n2)ccc1OC
→ 0	-3	6	4	8	1	-22	-5
CN1OC(CC(=O)O)N(c2ccc(Cl)cc2)C1=O (configuration not stated)
→ -4	-7	2	-2	12	6	-1	-2
COc1ccc(S(=O)(=O)N2CCCCC2)cc1NC(=O)c1ccccc1
→ -1	-11	6	15	9	4	-14	-6
CCOc1ccc(NS(=O)(=O)c2ccc(C(=O)NCC(c3ccccc3OC)N3CCCC3)cc2)cc1 (configuration not stated)
→ -2	18	22	-1	19	24	4	-2
O=C(/C=C/c1ccccc1)NC1CCS(=O)(=O)C1 (configuration not stated)
→ 0	-1	-8	2	6	4	-11	0
CC(=O)N(NC(N)=O)C(C)CC(=O)C1C(C)C=CCC1(C)C (configuration not stated)
→ 5	-8	0	4	21	-4	-6	-4

Pulled by structure from the entries so far (6):
Each structure is followed by: SENP1 inh	SENP8 block-1	UBC13 inh	SENP7 inh	SENP8 block-2	Apaf-1 inh	SENP6 inh	A3G deaminase
O=C(Oc1nsnc1N1CCOCC1)N(c1ccccc1)c1ccccc1
→ 4	-6	-6	5	19	27	-9	6
O=C(/C=C/c1ccccc1)NC1CCS(=O)(=O)C1 (configuration not stated)
→ 0	-1	-8	2	6	4	-11	0
Cc1ccc(-n2c(C)c(C)c3c(NCCCO)ncnc32)cc1
→ 0	-12	5	-10	5	-2	-6	-9
CCCc1nc2sc3c(c2c(=O)n1N)CCC3
→ 4	-1	4	-1	21	-5	-19	-3
CCOc1ccc(NS(=O)(=O)c2ccc(C(=O)NCC(c3ccccc3OC)N3CCCC3)cc2)cc1 (configuration not stated)
→ -2	18	22	-1	19	24	4	-2
O=C(CNC(=O)c1ccccc1F)N/N=C/c1cc(Br)ccc1OCc1ccccc1
→ 2	-2	-2	-2	17	21	-6	3
